GAA inh = alpha-glucosidase (human) inhibition. P10253. AID 1466. purified human GAA, 4-MU-alpha-glucoside fluorescence. Potency, µM (titrated, usually from 76.9 µM), for the others: top-dose activity change, negative = inhibition, most hits filed as inhibitors. hit rate 0.005% among 200,000;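 note: potency is the fitted concentration of half-maximal effect; plate controls were uninhibited enzyme wells for no effect and no-enzyme background for full effect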
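AC50 values come from Hill fits of compound titrations (up to 77 uM) against 4 nM human enzyme. Substrate 4-methylumbelliferyl-alpha-D-pyranoside at 400 uM, pH 5.0 citrate buffer, 20 min room temperature; fluorescence Ex 365/Em 440 after alkaline stop.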
HTT cytoprotect = Huntington cell model cytoprotection by ATP luminescence; Potency, µM (series often up to 56.4 µM), for the others: cytoprotection (ATP increase), usual class: activators; AID 1471; hit rate 0.14% among 230,000; PC12 HTT-Q103 induced, cytoprotection, ATP luminescence, 40 h;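 note: potency is the fitted concentration of half-maximal effect; % of control where 0% means no effect; nearly all actives have a fitted effect of over 45% in size; toxic huntingtin expression switched on by the ecdysone agonist tebufenozide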
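Rat PC12, Q103 Htt exon1-GFP fusion, ecdysone promoter; tebufenozide inducer 100 nM final; compound titration; qHTS, 1500 cells/well; ATPlite luminescent read.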
GAA spleen mod = lysosomal alpha-glucosidase (human) modulation; P10253; human spleen homogenate, 4-MU-alpha-glucoside fluorescence; Potency, µM (doses to about 79.9 µM), without a hit: at the top dose activity change, negative = inhibition, actives largely listed as inhibitors; hit rate 0.006% among 240,000; AID 2112;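 note: potency is the fitted concentration of half-maximal effect; 0% = enzyme with vehicle and -100% = no enzyme basal signal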
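Compounds were titrated against alpha-glucosidase in spleen homogenate at pH 5.0, with 1 mM 4-methylumbelliferyl substrate for 40 min at 37 C. Reactions were quenched with pH 10 NaOH/glycine and fluorescence measured.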
CBFb RUNX1 block = inhibitors of human CBF-beta and RUNX1 interaction; AID 1477; AlphaScreen CBFb-His/RUNX1-biotin binding, biochemical; Potency, µM (series often up to 59.8 µM), for inactives: at the highest dose activity, negative = inhibition, most hits filed as inhibitors; 230,000 tested, under 10 active; note: % of control where 0% means no effect
Target sequence (Q01196 whole entry, looked up): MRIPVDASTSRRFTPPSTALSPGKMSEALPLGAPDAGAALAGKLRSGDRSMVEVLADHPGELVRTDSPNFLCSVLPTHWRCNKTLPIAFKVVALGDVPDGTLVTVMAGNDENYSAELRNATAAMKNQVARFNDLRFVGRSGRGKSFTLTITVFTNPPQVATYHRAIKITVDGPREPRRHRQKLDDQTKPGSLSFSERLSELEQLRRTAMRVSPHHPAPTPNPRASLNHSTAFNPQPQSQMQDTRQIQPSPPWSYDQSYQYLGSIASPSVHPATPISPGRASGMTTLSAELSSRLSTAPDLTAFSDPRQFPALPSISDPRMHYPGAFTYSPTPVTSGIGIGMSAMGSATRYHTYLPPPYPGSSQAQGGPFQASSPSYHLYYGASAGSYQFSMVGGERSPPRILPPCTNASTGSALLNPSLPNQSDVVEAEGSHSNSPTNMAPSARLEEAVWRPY
Target sequence (Q13951 whole entry, looked up): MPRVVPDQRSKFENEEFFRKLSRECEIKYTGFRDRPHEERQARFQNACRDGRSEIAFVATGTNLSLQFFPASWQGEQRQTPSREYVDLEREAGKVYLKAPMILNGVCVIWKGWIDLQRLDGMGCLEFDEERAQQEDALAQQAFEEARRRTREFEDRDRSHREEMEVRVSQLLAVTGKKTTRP
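CBF-beta (His) and RUNX1 (biotin), 30 nM each; 20 min preassociation; + compound, 15 min; + beads 50 ng each (Ni, streptavidin), 90 min; RT; AlphaScreen read.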
Lamin A splicing = LMNA splicing modulation | HeLa LMNA splicing GFP/RFP minigene ratio, 48 h | Potency, µM (series often up to 46.1 µM), for inactives: at the top dose ratio change, negative = inhibition, usual class: inhibitors | hit rate 0.01% among 200,000 | AID 1487; active = well fitted inhibition curve with a large enough effect in the signal ratio, with a control signal flat, not every such curve was filed as active; inconclusive = small, poorly fitted or top-dose-only effect, or effect the other way, or a change in a side signal; the % refers to the signal ratio; note: potency is the fitted concentration of half-maximal effect; % is set by controls: 0 for no effect and ±100 for the full control effect
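Read-out is the ratio of GFP to DsRed2 object intensity, acquired by 488 nm laser-scanning cytometry on HeLa lamin A-EGFP minigene reporter cells. Compound incubation 48 hrs at 37 °C in Opti-MEM with 2% FBS; DMSO 0.5% final.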
HttQ103 aggreg = mutant huntingtin aggregation inhibition | PC12 HttQ103-GFP aggregates, Acumen cytometry, 40 h | Potency, µM (series often up to 46.1 µM), inactives show at the top dose activity change, negative = inhibition, hits mostly inhibitors | hit rate 1.1% among 220,000 | AID 1688; note: potency is the fitted concentration of half-maximal effect; % is set by controls: 0 for no effect and ±100 for the full control effect; nearly all actives have a fitted effect of over 60% in size
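Multiplexed with ATP-based cell death, this channel scores GFP aggregates in PC12 cells expressing inducible HTTex1-Q103-GFP. Induction used 100 nM tebufenozide; compounds were tested in concentration series.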
GAA glycogen mod = inhibitors or activators of human alpha-glucosidase glycogen cleavage; P10253; recombinant GAA, glycogen substrate, Amplex Red glucose oxidase fluorescence; Potency, µM (highest dose often 76.4 µM), without a hit: top-dose activity change, negative = inhibition, hits mostly inhibitors; hit rate 0.38% among 300,000;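 note: potency is the fitted concentration of half-maximal effect; 0% = full enzyme reaction and -100% = no-enzyme basal signal; the screen sought inhibitors and activators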
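Recombinant human alpha-glucosidase (4 nM final) hydrolysed bovine liver glycogen (30 ug) for 40 min at 37 C in pH 5.0 citrate/phosphate with 0.01% Tween-20. Released glucose detected by glucose oxidase/Amplex Red, Ex 573/Em 610 nm. Compounds up to 77 uM; AC50 from Hill fits.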
The depositor's hits bear a star; ? = inconclusive; · = not tested or not shown; [ ] = another dose, or the depositor's remark. Unless noted, calls come from the whole dose curve; as a rule, active = well fitted curve in the direction sought with a large enough effect; inconclusive = small, poorly fitted or top-dose-only effect, or another doubt; inactive = no such curve, though single readings can be large; an effect the other way counts as inactive or inconclusive.

SMILES | GAA inh | HTT cytoprotect | GAA spleen mod | CBFb RUNX1 block | Lamin A splicing | HttQ103 aggreg | GAA glycogen mod
COc1cccc(C2/C(=C(/O)c3ccccc3)C(=O)C(=O)N2CCCC(=O)O)c1 (stereo not drawn) | 3.3% | -3.8% | -7.7% | 3.4% | -3.8% | -0.4% | -7.8%
CCOc1ccc2cc(C#N)c(SCC(=O)N3CCOCC3)nc2c1 | -0.6% | 1.9%[10 µM] | -0.7% | 8.0% | -3.8% | -0.3% | 4.7%
O=C(c1cccc([N+](=O)[O-])c1)N(c1ccccn1)c1ccccn1 | ? | 24.3%[10 µM] | -6.6% | -4.6% | 0.2% | -3.9% | -5.6%
COc1ccc(Cn2nnnc2C(c2ccc(C)cc2)N2CCN(C3CCCC3)CC2)cc1 (stereo not drawn) | -3.7% | -0.6% | -5.6% | 1.3% | 1.8% | -4.0% | 0.6%
C/C(=N\NC(=S)NCc1ccccc1)c1ccc(C(C)(C)C)cc1 | -6.3% | 4.3%[10 µM] | -4.1% | -6.6% | ? | ? | -24.0%
Cc1onc(-c2ccccc2Cl)c1C(=O)Nc1ccc(F)c(F)c1 | -2.6% | 0.4% | -7.1% | 6.2% | ? | -20.1% | -5.4%
COc1ccc(CN(Cc2ccco2)S(=O)(=O)c2ccc(S(=O)(=O)N3CCCC3)cc2)cc1 | -10.5% | -3.8% | -6.0% | 3.9% | 18.3% | -9.2% | 9.7%
Cc1onc(-c2c(F)cccc2Cl)c1C(=O)N1C=CC(C(F)(F)F)=NCC1 | -4.8% | 20.7% | -4.0% | -0.8% | 3.6% | 7.7% | -3.1%
O=C(CNCC1(N2CCOCC2)CCCCC1)Nc1ccc(Cl)cc1 | 1.2% | 6.8% | -6.4% | 5.3% | -11.1%[46 µM] | 8.5% | 0.5%
CCCN(CC1CC1)S(=O)(=O)c1ccc(S(N)(=O)=O)cc1 | 5.7% | 3.5% | 3.8% | 8.4% | 2.9% | -12.1% | 1.9%
CC1(C)CC(C2N3CC4(C)CN2CC(C)(C3)C4=O)CCO1 (stereo not drawn) | ? | -9.0%[10 µM] | 0.2% | 2.9% | 7.0% | -8.0% | 10.0%
CN(Cc1c(O)ccc2c1oc(=O)c1ccccc12)C1CCCCC1 | -10.5% | -22.5% | -0.9% | 2.6% | -8.4% | -11.3% | -9.7%
c1cc(CNc2ccc(N3CCOCC3)cc2)ccn1 | -2.7% | 8.3%[10 µM] | -0.2% | -20.0% | 9.9% | ? | 16.2%
C=CCc1ccccc1OCC(O)CN1CCN(c2ccc(OC)cc2)CC1 (stereo not drawn) | -4.7% | 1.6%[10 µM] | 8.8% | -16.8% | ? | ? | -0.6%
Cc1cccc(NC(=S)NC(=O)/C=C/c2ccco2)n1 | -2.5% | -17.1% | -1.9% | -16.0% | ? | ? | -1.3%

2 neighbouring compounds out of the list so far, quoted:
SMILES | GAA inh | HTT cytoprotect | GAA spleen mod | CBFb RUNX1 block | Lamin A splicing | HttQ103 aggreg | GAA glycogen mod
C=CCc1ccccc1OCC(O)CN1CCN(c2ccc(OC)cc2)CC1 (stereo not drawn) | -4.7% | 1.6%[10 µM] | 8.8% | -16.8% | ? | ? | -0.6%
Cc1cccc(NC(=S)NC(=O)/C=C/c2ccco2)n1 | -2.5% | -17.1% | -1.9% | -16.0% | ? | ? | -1.3%

The results go on:
SMILES | GAA inh | HTT cytoprotect | GAA spleen mod | CBFb RUNX1 block | Lamin A splicing | HttQ103 aggreg | GAA glycogen mod
Cc1ccc(CN2C(=O)CCC2C(=O)NCC2CCCO2)cc1 (stereo not drawn) | -7.1% | 7.7%[10 µM] | -16.5% | 4.5% | 2.6% | 10.1% | 7.3%
CCSc1nnc(NC(=O)COc2ccc3ccccc3c2)s1 | -0.9% | -25.9% | -13.3% | 3.4% | 7.1% | 15.4% | 8.2%
CCOC(=O)c1sc2ccc(S(=O)(=O)N3CCCCC3)cc2c1N | 1.3% | -18.4% | -2.5% | 16.0% | ? | ? | -2.4%
Cc1cc(OCC(O)CN2CCN(CCO)CC2)ccc1C(C)C (stereo not drawn) | -3.8% | 11.2%[10 µM] | 2.4% | 6.0% | -4.1% | -7.3% | -22.6%
COc1ccc(C(=O)C2CC2c2ccc3c(c2)OCO3)cc1 (stereo not drawn) | ? | -23.5%[10 µM] | 6.6% | 31.9% | ? | -15.5% | -6.1%
COc1ccccc1N1CCN(C(=O)c2ccc(CN3CCOCC3)cc2)CC1 | 1.7% | -29.8% | 0.1% | 10.1% | -12.8%[9.22 µM] | 6.2% | -2.9%
Cc1cc(C)cc(NC(=O)c2nccnc2C(=O)O)c1 | 4.4% | -9.4% | 1.5% | -9.1% | -7.7% | 5.4% | -0.1%
O/N=C/c1cn(-c2ccccc2)nc1-c1cccnc1 | -2.6% | · | 4.0% | 11.6% | · | -17.7% | -0.7%
CCCCCOC(=O)Cn1c(=O)c2c(nc(N3CCOCC3)n2C)n(C)c1=O | 2.1% | 0.6% | 3.8% | 2.6% | ? | 6.1% | 7.4%
CN(CC(=O)N1CCCCC1)S(=O)(=O)c1ccc(Cl)cc1 | 7.0% | -0.2% | 0.9% | 11.8% | · | 28.8% | 4.1%
CC1=C(C(=O)OCC(C)C)C(c2cccc(F)c2)N2C(=O)C(C)SC2=N1 (stereo not drawn) | -6.5% | 11.8%[10 µM] | 10.4% | -6.0% | 4.7% | 4.4% | -7.5%
CCSc1nnc(NC(=O)c2cccc(S(=O)(=O)N(C)c3ccccc3)c2)s1 | -5.9% | 23.4%[10 µM] | 6.1% | -9.9% | ? | -12.0% | 0.2%
O=c1c2ccccc2cnn1Cc1n[nH]c(=S)n1-c1ccccc1F | · | 3.2%[10 µM] | 0.9% | 9.9% | · | -0.8%[9.22 µM] | -0.5%
O=C(c1ccc(Cl)cc1)N1CCc2c([nH]c3ccccc23)C1C(F)(F)F (stereo not drawn) | -7.1% | 5.3%[10 µM] | -0.8% | 1.9% | · | 1.5%[9.22 µM] | -11.0%
CCC(SC1=NCCS1)C(=O)Nc1nnc(-c2ccccc2OC)s1 (stereo not drawn) | -1.9% | 5.1%[10 µM] | -1.4% | 6.9% | ? | 13.3% | -3.0%
c1ccc(Nc2nc(CSc3ncn[nH]3)cs2)cc1 | -12.6% | -49.8%[inhibitor] | 1.2% | -1.9% | 20.3%[46 µM] | -30.3% | -24.5%
COc1ccc(C(=O)/C=C/Nc2ccccn2)c(OC)c1 | 8.9% | -20.1%[10 µM] | -6.2% | 1.3% | · | 4.5%[9.22 µM] | -2.2%
Cc1ccc(OCC(=O)Nc2ccc(-c3nc4ncccc4o3)cc2)c(C)c1 | 4.7% | -15.8% | -0.1% | 5.1% | -1.3% | -5.1% | 7.2%
COc1cc(S(=O)(=O)NC2CCCCC2)ccc1Cl | 0.0% | -6.9%[0.074 µM] | 8.6% | 13.5% | -3.3% | -24.6% | 2.5%
COc1cc(-c2noc(-c3ccco3)n2)cc(OC)c1OC | 2.9% | 6.1% | -2.6% | 3.7% | -0.4% | 4.1% | 3.0%
CCc1nnc(NC(=O)c2cc(S(=O)(=O)N(CC)CC)ccc2Cl)s1 | 4.0% | -1.2% | -4.2% | -10.9% | ? | ? | 1.7%
Cc1ccc(NC(=O)CC2C(=O)N(Cc3ccccc3)C(=S)N2NC(=O)c2cccc(F)c2)c(C)c1 (stereo not drawn) | 7.9% | 13.4%[10 µM] | 2.6% | -0.6% | -17.4% | -5.3% | 16.3%
Fc1ccc(-c2csc(-c3ccncc3)n2)cc1 | -4.0% | -19.0% | 2.0% | -5.0% | -10.7%[46 µM] | 19.2% | -2.0%
CCCCOc1ccc(/C=C/C(=O)NC2=Nc3ccccc3NC(C)=C2C(=O)OCC)cc1OC | -12.4% | -16.2% | · | -7.1% | · | -8.4% | -10.5%
CCC(C)Nc1nnnc2c1sc1nc3c(cc12)COC(C)(C)C3 (stereo not drawn) | 0.3% | -54.7%[inhibitor] | -9.4% | 9.9% | ? | 21.0% | 3.1%
CCOC(=O)c1oc2ccccc2c1CSc1nnnn1-c1ccc(C)cc1 | -2.9% | -0.2%[10 µM] | -1.0% | ? | ? | -32.2% | -6.0%
NC(=S)N/N=C/c1ccc(-c2ccc(SC(F)F)cc2)o1 | · | -44.8%[10 µM] | -3.7% | -5.9% | · | -3.0%[9.22 µM] | ?
Cn1cccc1C(=S)N1CCOCC1 | -0.3% | -10.6%[10 µM] | -9.8% | 9.0% | 2.1% | -7.0% | -0.6%
O=C(NCc1ccccn1)c1n[nH]c(=O)c2ccccc12 | -4.9% | 0.3%[10 µM] | -3.7% | 4.3% | · | 6.9%[9.22 µM] | 0.9%
CN(C)c1ccc(C2CC(=O)C=C(Nc3ccccc3N)C2)cc1 (stereo not drawn) | · | 3.3%[10 µM] | 1.5% | -11.3% | · | 18.9%[9.22 µM] | -10.1%
Cc1ccc(Cn2nc(C)c(NC(=O)CSc3n[nH]c(C)c3[N+](=O)[O-])c2C)cc1 | -4.0% | 31.0%[10 µM] | 6.1% | -16.9% | -14.7% | 5.0% | -1.7%
COc1ccc(C(C(=O)NC2CCCC2)N(C(=O)c2ccoc2C)c2ccc(C)c(C)c2)cc1 (stereo not drawn) | -8.9% | 12.1%[10 µM] | -0.7% | -2.4% | -17.7% | -26.4% | 6.9%
O=C(Nc1ccccc1C(=O)O)c1ccc2ccccc2n1 | 6.5% | -45.7%[inhibitor][10 µM] | -6.6% | -2.7% | 4.7% | -4.0% | 2.3%
COc1cc([N+](=O)[O-])ccc1NC(=O)COC(=O)c1n[nH]c2ccccc12 | 7.6% | · | -2.1% | -11.0% | ? | -7.7% | -0.6%
Cn1c(CNC(=O)C(C)(C)C)nc2ccccc21 | -6.0% | 6.4%[1.9 µM] | -1.7% | 10.6% | 15.6% | -12.6% | 3.7%
CCOC(=O)N/N=C/c1cccnc1 | -3.6% | -27.5% | -0.6% | 1.4% | · | -7.0% | 4.0%
O=C(Nc1ccc(C(=O)N2CCCC2)cc1)c1ccc2c(c1)OCO2 | 2.5% | -9.8% | -14.8% | 3.3% | 2.8% | -11.4% | -8.3%
CC1=C(C(=O)Nc2cccnc2)C(c2ccc3c(c2)OCO3)C2=C(CCCC2=O)N1 (stereo not drawn) | -5.9% | 6.0% | -3.7% | 1.3% | -6.7% | 25.6% | -4.4%
COc1ccc(CNc2ncnc3ccc(-c4ccoc4)cc23)c(OC)c1 | · | -45.2%[inhibitor] | 4.1% | · | ? | · | ·
CN1C(=O)CC(N2CCN(c3ccccn3)CC2)C1=O (stereo not drawn) | 5.9% | -0.2% | 8.2% | 5.3% | -0.1% | 17.7% | -8.8%
